HP1b chromo inh: inhibitors of HP1-beta chromodomain binding to methylated histone tails. Potency, µM (top dose mostly 114 µM), without a hit: at the top dose activity change, negative = inhibition, most hits filed as inhibitors. 0.56% of 390,000 active. P83916. AlphaScreen HP1-beta / biotin-H3K9me3 peptide binding; also: potency is read from the fitted curve at half-maximal effect; nearly all actives have a fitted effect of over 70% in size; inactives centre near 23
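AlphaScreen: HP1-beta (50 nM) preformed 30 min with biotin-H3(1-18)K9me3 peptide (50 nM) in PBS pH 7.4, 0.01% Tween-20. Compound added for 30 min at RT, then streptavidin donor/nickel chelate acceptor beads (10 ug/mL) for 30 min.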
RGS4 inhibitor: human RGS4 inhibition. 0.039% of 390,000 active. P49798. Transcreener GDP fluorescence polarization, RGS4-accelerated GTP hydrolysis. Potency, µM (doses to about 114 µM), for the others: at the top dose activity change, negative = inhibition, hits mostly inhibitors; also: potency is read from the fitted curve at half-maximal effect; % is scaled to controls: 0 for no effect and ±100 for the full control effect; nearly all actives have a fitted effect of over 75% in size; some results filed as inactive show a strong effect at the top dose
Target sequence (P49798 whole entry, looked up): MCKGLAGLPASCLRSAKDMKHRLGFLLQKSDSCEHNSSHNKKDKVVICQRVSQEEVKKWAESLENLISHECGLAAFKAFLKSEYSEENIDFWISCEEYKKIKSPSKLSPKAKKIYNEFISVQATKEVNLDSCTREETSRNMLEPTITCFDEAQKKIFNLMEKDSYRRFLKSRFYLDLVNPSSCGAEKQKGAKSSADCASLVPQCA
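MLSMR compounds (23 nl, pin-transferred) preincubated 10 min at room temperature with a 500nM (2x) first reagent, then RGS4 at 900nM (2x) plus Transcreener GDP mix added; fluorescence polarization (620/688 nm) read before and after 90 min at 30 °C.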
ERG Ets-DNA blk: blocks human ERG Ets domain binding to DNA; P11308; fluorescence polarization, His-ERG Ets domain / labelled DNA; Potency, µM (doses to about 76.9 µM), inactives show top-dose FP activity, negative = inhibition, actives largely listed as inhibitors; 0.028% of 370,000 active; AID 624246; active = well fitted inhibition curve with a large enough effect in the polarisation, with a control signal flat; inconclusive = small, poorly fitted or top-dose-only effect, or effect the other way, or a change in a side signal; inactive = no such curve, though single readings can be large or run the other way; the % refers to the polarisation;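 also: polarization taken with two DNA probes labelled with fluorescein and Texas red; potency is read from the fitted curve at half-maximal effect; % of control where 0% means no effect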
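His-tagged ERG Ets domain (1 uM in the protein solution; 300mM KCl, 50mM Tris-HCl, 1mM EDTA, 1mM DTT, pH 7.5) received compound, then a probe mix of 5 nM fluorescein-DNA and 100nM Texas-615-DNA. Fluorescence polarization was read for both dyes.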
PI4K2A inh: PI4K2A (human) kinase inhibition; 0.13% of 420,000 active; Q9BTU6; activity change, negative = inhibition, % at 76.9 µM; purified PI4K2A, ADP-Glo luminescence, 1 h; stronger effect = lower value; in the data active = activity change below about -50%; inconclusive = mostly about -30% to -49%;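 also: -100% = wells without enzyme as full effect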
Target sequence (Q9BTU6 whole entry, looked up): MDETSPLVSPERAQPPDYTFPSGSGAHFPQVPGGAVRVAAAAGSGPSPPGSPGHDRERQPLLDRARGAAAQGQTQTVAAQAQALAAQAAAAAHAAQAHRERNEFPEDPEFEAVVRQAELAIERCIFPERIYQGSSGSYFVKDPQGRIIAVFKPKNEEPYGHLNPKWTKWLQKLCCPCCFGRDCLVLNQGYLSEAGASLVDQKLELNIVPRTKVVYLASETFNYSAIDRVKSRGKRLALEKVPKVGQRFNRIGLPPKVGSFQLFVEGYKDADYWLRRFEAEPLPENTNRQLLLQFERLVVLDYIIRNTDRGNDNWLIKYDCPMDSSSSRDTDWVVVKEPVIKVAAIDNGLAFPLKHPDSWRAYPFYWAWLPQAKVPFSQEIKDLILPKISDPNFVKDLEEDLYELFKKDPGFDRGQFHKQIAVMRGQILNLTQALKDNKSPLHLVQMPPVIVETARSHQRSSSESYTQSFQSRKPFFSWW
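In this quantitative HTS, ADP production by PI4K2A was quantified luminescently after 1 h at ambient temperature; 100 microM adenosine served as plate-quality control.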
JMJD2A Tudor inh: JMJD2A Tudor domain (human) inhibition; O75164; AlphaScreen JMJD2A-Tudor / H3K4me3 peptide binding; Potency, µM (titrated, usually from 114 µM), for inactives: top-dose activity change, negative = inhibition, most hits filed as inhibitors; 4.4% of 390,000 active; AID 504339; also: potency is read from the fitted curve at half-maximal effect; % is scaled to controls: 0 for no effect and ±100 for the full control effect; nearly all actives have a fitted effect of over 50% in size
GLS inhibitor: inhibitors of human glutaminase (GLS); Potency, µM (series often up to 45.5 µM), without a hit: at the top dose activity change, negative = inhibition, most hits filed as inhibitors; O94925; GLS enzymatic activity, qHTS titration; 0.21% of 410,000 active; also: potency is read from the fitted curve at half-maximal effect; % is scaled to controls: 0 for no effect and ±100 for the full control effect
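Coupled fluorescence readout: glutamate oxidase/HRP/Amplex Red detect glutamate formed by hKGA from L-glutamine (1 mM solution added). Buffer 45 mM KH2PO4 pH 8.2, 0.02% Tween-20; reads at t0 and 30 min RT.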
G9a inh: blocks human histone lysine methyltransferase G9a; G9a H3K9 monomethylation, AlphaScreen, 2 h; 8.8% of 350,000 active; AID 504332; Potency, µM (highest dose often 102 µM), for inactives: at the highest dose activity, negative = inhibition, hits mostly inhibitors; Q96KQ7; also: potency is read from the fitted curve at half-maximal effect; % is scaled to controls: 0 for no effect and ±100 for the full control effect; nearly all actives have a fitted effect of over 75% in size
Target sequence (Q96KQ7 913-1193 limits assumed): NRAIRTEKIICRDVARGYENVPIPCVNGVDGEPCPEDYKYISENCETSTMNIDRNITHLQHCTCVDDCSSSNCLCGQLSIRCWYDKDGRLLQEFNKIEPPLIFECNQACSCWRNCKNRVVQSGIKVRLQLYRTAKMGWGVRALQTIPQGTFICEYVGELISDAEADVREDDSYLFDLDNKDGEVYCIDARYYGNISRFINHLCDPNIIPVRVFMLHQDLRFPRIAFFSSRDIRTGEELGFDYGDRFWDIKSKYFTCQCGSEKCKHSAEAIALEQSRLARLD
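Enzyme 20 nM + cpd, 15 min RT; add b-H3K9 pep 500 nM / SAM 20 uM; 2 h RT; anti-H3K9me1 Ab 0.5 ug/mL + SA donor / anti-rabbit acceptor beads 20 ug/mL each, 10 min; AlphaScreen read.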
BAZ2B inh: BAZ2B (human) inhibition | Q9UIF8 | AlphaScreen BAZ2B-H3K14Ac peptide displacement | Potency, µM (titrated, usually from 114 µM), for inactives: at the highest dose activity change, negative = inhibition, hits mostly inhibitors | 4.4% of 360,000 active | AID 504333; also: potency is read from the fitted curve at half-maximal effect; % is scaled to controls: 0 for no effect and ±100 for the full control effect; nearly all actives have a fitted effect of over 60% in size
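Compounds, titrated to a top concentration of 110 uM, were incubated 30 min at room temperature with preformed BAZ2B/acetyl-K14 H3 peptide complex (50 nM each). Proximity signal was measured by AlphaScreen after 20 min with beads.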
12-LOX inh: inhibitors of human 12S-lipoxygenase ALOX12. P18054. purified 12hLO, xylenol orange hydroperoxide absorbance. Potency, µM (highest dose often 108 µM), inactives show at the highest dose activity change, negative = inhibition, actives largely listed as inhibitors. 1.1% of 580,000 active; also: potency is read from the fitted curve at half-maximal effect; % is scaled to controls: 0 for no effect and ±100 for the full control effect
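Purified human 12hLO at 150 nM in 25 mM Hepes, 0.01% Triton X-100, pH 7.0, preincubated 15 min at room temperature with compound. Reaction started with 40 uM arachidonic acid, 30 min at room temperature. Hydroperoxide measured by Fe-xylenol orange, 573/405 nm absorbance ratio.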
An asterisk follows results filed as active; ? = inconclusive; · = no result given; [ ] = another dose, or the depositor's remark. Unless noted, calls follow the shape of the dose curve; as a rule, active = well fitted curve in the direction sought with a large enough effect; inconclusive = small, poorly fitted or top-dose-only effect, or another doubt; inactive = no such curve, though single readings can be large; an effect the other way counts as inactive or inconclusive. Only part of the results is shown; rates above refer to the full screens.

item	canonical_smiles	HP1b chromo inh	RGS4 inhibitor	ERG Ets-DNA blk	PI4K2A inh	JMJD2A Tudor inh
1	O=C(c1c(F)cccc1F)N1CCCC(c2nc(-c3cccs3)no2)C1 (stereo unspecified)	-22%	-5%	4%	2	-18%
2	O=C(Nc1ccc(F)c(Cl)c1)C1CCN(S(=O)(=O)c2cccnc2)CC1	33%	-3%	-3%	-3	0%
3	CC(=O)Nc1ccc(S(=O)(=O)NCCc2cc3ccc(C)c(C)c3[nH]c2=O)cc1	23%	9%	-2%	0	1%
4	CCn1cc(C(=O)OCC(=O)Nc2cccc(S(=O)(=O)N3CCOCC3)c2)c(=O)c2ccc(C)nc21	6%	26%	-6%	4	-14%
5	Cn1c(CCC(=O)Nc2ccc(S(C)(=O)=O)cc2)nc2cc(S(=O)(=O)N3CCOCC3)ccc21	22%	-3%	-10%	-2	-1%
6	C=CCn1c(=N)n(CC(O)COc2ccc(OC)cc2)c2ccccc21 (stereo unspecified)	6%	28%	7%	3	?
7	CCc1cccc(NC(=O)c2cnn(-c3ccccc3)c2C)c1	24%	9%	0%	?	-10%
8	O=S(=O)(Cc1noc(-c2ccccc2Cl)n1)c1ccccn1	10%	8%	-4%	1	-12%

item	GLS inhibitor	G9a inh	BAZ2B inh	12-LOX inh
1	-25%	-8%[59 µM]	9%	0%
2	2%	15%	-2%	0%
3	0%	24%	-14%	1%
4	3%	9%[12.7 µM]	3%	?
5	3%	·	·	473%[activator]
6	-13%	?	-1%	-4%
7	1%	-2%	4%	-6%
8	13%	1%	-4%	3%

(continued)
item	canonical_smiles	HP1b chromo inh	RGS4 inhibitor	ERG Ets-DNA blk	PI4K2A inh	JMJD2A Tudor inh
9	CN1CCCN(S(=O)(=O)c2ccccc2)c2nc3ccccc3nc21	201%[activator]	13%	6%	-5	72%[activator]
10	CN(C)c1nc(C(=O)NN)nc(N(C)C)n1	50%[activator]	8%	·	0	-19%
11	Cc1ccc(C(=O)NCCNC(=O)COc2ccc(C)c(C)c2)cn1	11%	12%	-4%	-4	-10%
12	COc1ccccc1NC(=O)Cn1cc(C(=O)c2ccncc2)c(=O)c2cc(C)ccc21	7%[57 µM]	6%	1%	3	-13%
13	CCOc1cc(C2NC(=S)NC(C)=C2C(=O)Nc2ccc(OC)cc2)ccc1O (stereo unspecified)	32%	13%	-10%	-5	-6%
14	NC(=O)c1nn(-c2ccccc2)nc1NC(=O)CSc1nnnn1-c1ccc(Cl)cc1	16%	-6%	10%	3	-1%
15	CCC(CO)Oc1cc(NC(=O)c2ccc(Cl)cc2)c2ncn(C(C)C)c2c1 (stereo unspecified)	28%	13%	-1%	-6	-21%
16	COc1ccc([N+](=O)[O-])cc1NC(=O)CSCc1ccc(Br)cc1	6%	2%	0%	4	-15%

item	GLS inhibitor	G9a inh	BAZ2B inh	12-LOX inh
9	4%	?	42%[activator]	?
10	13%	33%[12.7 µM]	0%	-3%
11	6%	0%	5%	13%
12	-14%	0%[59 µM]	-5%	?
13	6%	-5%[59 µM]	-2%	0%
14	4%	15%	-4%	-9%
15	-2%	·	·	3.2µM*
16	-2%	?	-33%	?

Profiles, looked up by structure.
Shown for O=C(Nc1ccc(F)c(Cl)c1)C1CCN(S(=O)(=O)c2cccnc2)CC1 : HP1b chromo inh = 33%; RGS4 inhibitor = -3%; ERG Ets-DNA blk = -3%; PI4K2A inh = -3; JMJD2A Tudor inh = 0%; GLS inhibitor = 2%; G9a inh = 15%; BAZ2B inh = -2%; 12-LOX inh = 0%
Shown for COc1ccc([N+](=O)[O-])cc1NC(=O)CSCc1ccc(Br)cc1 : HP1b chromo inh = 6%; RGS4 inhibitor = 2%; ERG Ets-DNA blk = 0%; PI4K2A inh = 4; JMJD2A Tudor inh = -15%; GLS inhibitor = -2%; G9a inh = ?; BAZ2B inh = -33%; 12-LOX inh = ?
Shown for CN(C)c1nc(C(=O)NN)nc(N(C)C)n1 : HP1b chromo inh = 50%[activator]; RGS4 inhibitor = 8%; ERG Ets-DNA blk = ·; PI4K2A inh = 0; JMJD2A Tudor inh = -19%; GLS inhibitor = 13%; G9a inh = 33%[12.7 µM]; BAZ2B inh = 0%; 12-LOX inh = -3%

Following part.
item	canonical_smiles	HP1b chromo inh	RGS4 inhibitor	ERG Ets-DNA blk	PI4K2A inh	JMJD2A Tudor inh
17	O=C(Nc1c(C(=O)Nc2ccc3c(c2)OCCO3)cnn1-c1ccccc1Cl)c1ccco1	23%	8%	-15%	1	-22%
18	COc1cccc(Nc2ncnc3c2cnn3-c2cccc(C)c2)c1	29%	-39%	-9%	0	-2%
19	CCOC(=O)c1cc(S(=O)(=O)NCc2ccc(Cl)cc2)[nH]n1	12%[57 µM]	-2%	1%	-2	-22%
20	CCOC(=O)N1CCC(NC(=O)c2ccc(CO)c(C(=O)NC3CCN(C(=O)OCC)CC3)c2)CC1	43%[activator]	-12%	?	-4	-6%
21	CC(C)(C)c1nc(SCC(=O)NC2CCCC2)c2ccccc2n1	34%	-13%	2%	2	4%
22	O=S(=O)(c1cccc2nonc12)N1CCN(c2ccc(F)cc2)CC1	-8%	26%	5%	-6	-34%
23	COc1ccc(Cn2c(-c3ccccc3)nc3c(c(=O)c4ccccc4n3C)c2=O)cc1	37%	-3%	-5%	2	-7%
24	Cc1ccc(C)c(Nc2ccc(C(=O)NCCc3ccccc3)cn2)c1	21%	-30%	-1%	-2	-1%

item	GLS inhibitor	G9a inh	BAZ2B inh	12-LOX inh
17	-4%	72%[activator][59 µM]	36%	24%
18	-6%	-2%	8%	-10%
19	-11%	7.9µM*	?	-20%
20	-6%	9%	-3%	0%
21	-1%	16%	1%	-23%
22	4%	?	?	1%
23	1%	-9%[59 µM]	-2%	-19%
24	1%	8%[59 µM]	1%	-6%

Later entries.
item	canonical_smiles	HP1b chromo inh	RGS4 inhibitor	ERG Ets-DNA blk	PI4K2A inh	JMJD2A Tudor inh
25	Cc1ccc2nc(-c3cc(NC(=O)c4ccc5c(c4)OCCO5)ccc3Cl)oc2c1	30%	14%	-1%	-15	-8%
26	COc1ccc(OC)c(-c2csc(CCn3nc(C)cc3C)n2)c1	35%	-3%	-21%	2	-2%
27	CCCCN1CC(c2nc3ccccc3n2CCCCOc2cc(C)ccc2C)CC1=O (stereo unspecified)	23%	9%	2%	-1	-5%
28	CC1CC(C)CN(S(=O)(=O)c2ccc(Cl)cc2)C1 (stereo unspecified)	69%[activator]	-28%	13%	1	12%
29	CC(=O)c1c(C)nc(-c2ccccc2)nc1NC(=O)Cc1ccccc1	17%	15%	7%	3	5%
30	CCCN(CC(=O)Nc1ccccc1C)C(=O)C1CCCN(C(=O)c2ccc(Cl)cc2)C1 (stereo unspecified)	41%[activator]	14%	11%	-2	-1%
31	COc1ccc(-c2c(C)nn3c(C(F)(F)F)cc(-c4ccc(Br)cc4)nc23)cc1	-9%	0%	-2%	2	?
32	COCCn1c(SCC(=O)Nc2nc3ccccc3s2)nnc1-c1ccoc1C	18%	-32%	-11%	4	-10%

item	GLS inhibitor	G9a inh	BAZ2B inh	12-LOX inh
25	-12%	-34%[59 µM]	-12%	-6%
26	-1%	-50%	-21%	13%
27	-13%	-13%[59 µM]	?	?
28	-9%	13%	27%	-1%
29	0%	2%	-17%	-3%
30	3%	-48%[12.7 µM]	-23%	32%[activator]
31	-1%	?	?	?
32	-8%	·	·	?

New compounds follow.
item	canonical_smiles	HP1b chromo inh	RGS4 inhibitor	ERG Ets-DNA blk	PI4K2A inh	JMJD2A Tudor inh
33	COC(=O)c1[nH]c2ccc(C)cc2c1NC(=O)c1ccccc1[N+](=O)[O-]	36%	-3%	·	-1	-8%
34	CCOc1ccc(C(C(=O)NC2CCCC2)N(C(=O)c2snc(C(N)=O)c2N)c2cccc(O)c2)cc1 (stereo unspecified)	19%	-3%	-8%	-3	-12%
35	O=C(N/N=C/c1ccc2c(c1)OCO2)c1cc(-c2ccncc2)nc2ccccc12	23%	?	1%	-1	-3%
36	Nc1nc(-c2ccccc2)c(CCCOc2ccc(NC(=O)CBr)cc2)c(=O)[nH]1	23%	8%	·	-10	-12%
37	Cc1ccccc1NC(=O)CCN1CCN(Cc2ccccc2)CC1	19%	-9%	2%	-3	-14%
38	O=S1(=O)c2c(Oc3cccc4ccccc34)cccc2OC(COCc2ccccc2)CN1C1CCCC1 (stereo unspecified)	26%	21%	6%	0	-11%
39	Cc1ccccc1NC(=O)C1Cc2ccccc2CN1C(=O)OCc1ccccc1 (stereo unspecified)	34%	-11%	9%	-3	-11%

item	GLS inhibitor	G9a inh	BAZ2B inh	12-LOX inh
33	6%	19%[59 µM]	8%	4%
34	-15%	4%[59 µM]	-23%	-11%
35	2%	9%[59 µM]	-35%	-3%
36	5%	·	·	-9%
37	-3%	0%[59 µM]	2%	-20%
38	4%	·	·	-2%
39	-1%	10%[59 µM]	-1%	-15%
